High-throughput results (PubChem)
B2AR arrestin: agonists driving beta-arrestin recruitment to human beta2-adrenergic receptor; Potency, µM (top dose mostly 46.1 µM), for inactives: top-dose activation, usual class: activators; beta-arrestin recruitment to beta2AR, cell-based reporter; P07550; 330,000 compounds, 0.02% hits; AID 492947;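 note: potency is the fitted concentration of half-maximal effect; 0% = DMSO controls and full agonism = EC100 isoproterenol or metaproterenol; nearly all actives have a fitted effect of over 65% in size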
Target sequence (P07550 whole entry, looked up): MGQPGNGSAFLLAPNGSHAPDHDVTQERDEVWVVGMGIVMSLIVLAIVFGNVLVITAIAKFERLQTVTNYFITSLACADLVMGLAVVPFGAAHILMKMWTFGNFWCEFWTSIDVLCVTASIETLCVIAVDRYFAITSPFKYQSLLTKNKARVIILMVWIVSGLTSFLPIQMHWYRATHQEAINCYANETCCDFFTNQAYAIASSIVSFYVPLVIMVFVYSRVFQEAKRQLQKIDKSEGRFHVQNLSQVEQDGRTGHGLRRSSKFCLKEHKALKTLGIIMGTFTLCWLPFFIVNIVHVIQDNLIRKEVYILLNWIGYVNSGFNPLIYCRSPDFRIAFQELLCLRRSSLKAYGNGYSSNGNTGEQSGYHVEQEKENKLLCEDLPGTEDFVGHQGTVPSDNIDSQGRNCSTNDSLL
ASM inhibitor: inhibitors of human secretory acid sphingomyelinase; placental ASM, HMU-PC fluorogenic substrate, 60 min; P17405; Potency, µM (titrated, usually from 57.5 µM), without a hit: at the top dose activity change, negative = inhibition, usual class: inhibitors; 340,000 compounds, 0.006% hits; note: potency is the fitted concentration of half-maximal effect
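Human placenta-derived ASM preincubated with compound 10 min at room temperature, then reacted with 9 uM (final) fluorogenic HMU-PC substrate for 60 min at 37 C. Stop solution raises pH to 10; fluorescence read at Ex 386/Em 447 nm.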
p53 reactivator: re-activators of mutant p53 | H1299 p53-A138V BP100-luciferase reporter, luminescence, 24 h | 320,000 compounds, 0.063% hits | Potency, µM (highest dose often 92.2 µM), inactives show at the top dose activity change, positive = activation, actives largely listed as activators | AID 504706; note: potency is the fitted concentration of half-maximal effect; % of control where 0% means no effect; nearly all actives have a fitted effect of over 45% in size
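H1299 (p53-null), stable ts p53-A138V + BP100-Luc; 1000 cells/well, Opti-MEM/10% FBS; cpd 4 pt, 1:5; 24 h, 37 deg C, 5% CO2; detection reagent 10 min RT; luminescence.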
USP2a block: inhibitors of human ubiquitin-specific protease USP2a | O75604 | USP2 core, Ub-CHOP2 coupled fluorogenic reporter, 485/531 | Potency, µM (highest dose often 38.3 µM), for the others: top-dose activity change, negative = inhibition, hits mostly inhibitors | 330,000 compounds, 0.01% hits | AID 463254;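 note: potency is the fitted concentration of half-maximal effect; plate controls were DMSO wells for no effect and full inhibition by NEM control for full effect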
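USP2 core (10nM final) preincubated 30min RT with compound in 20mM Tris-HCl pH 8.0, 2mM CaCl2, 2mM beta-mercaptoethanol, 0.05% CHAPS; 25nM Ub-CHOP2 plus 25nM reporter substrate added, fluorescence (Ex485/Em531) read after 60min.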
PTAP TSG101 blk: blocks PTAP/TSG101 interaction to inhibit HIV-1 budding; 340,000 tested, under 10 active; Fluorescence polarization, FITC-PTAP peptide / Tsg101 binding; AID 493005; Potency, µM (titrated, usually from 115 µM), for inactives: at the highest dose activity change, negative = inhibition, usual class: inhibitors; active = well fitted inhibition curve with a large enough effect in the main read-out, with a control signal flat, not every such curve was filed as active; inconclusive = small, poorly fitted or top-dose-only effect, or effect the other way, or a change in a side signal; inactive = no such curve, though single readings can be large or run the other way; note: potency is the fitted concentration of half-maximal effect; % of control where 0% means no effect
Target sequence (Q99816 whole entry, looked up): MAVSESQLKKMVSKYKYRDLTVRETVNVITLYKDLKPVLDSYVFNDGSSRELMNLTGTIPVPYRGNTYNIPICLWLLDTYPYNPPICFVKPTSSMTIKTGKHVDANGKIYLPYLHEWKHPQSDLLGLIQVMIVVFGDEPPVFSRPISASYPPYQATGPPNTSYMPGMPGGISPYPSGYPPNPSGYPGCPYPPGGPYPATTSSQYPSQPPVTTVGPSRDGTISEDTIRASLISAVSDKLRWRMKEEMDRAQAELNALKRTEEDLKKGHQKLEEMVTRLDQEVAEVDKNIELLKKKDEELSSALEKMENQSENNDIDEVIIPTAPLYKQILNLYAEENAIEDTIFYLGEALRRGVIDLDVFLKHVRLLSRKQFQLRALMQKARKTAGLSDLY
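Fluorescence polarization binding of Tsg101 binding domain (10 uM final) to FITC-labeled PTAP peptide (50 nM final) in HEPES pH 7.5 buffer with NaCl, Tween 20, EDTA, TCEP. Compounds added before peptide; binding 20 min at RT.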
TRPV1 agonist: human TRPV1 agonism. 320,000 compounds, 0.19% hits. activation, % at 8.33 µM. AID 540275. TRPV1-expressing cells, Fluo-8 calcium influx, agonist mode; in the data active = activation above about 80%; inconclusive = between about 30% and that limit; note: 0% is about no effect
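Fluo-8 calcium influx in TRPV1-expressing cells, kinetic read (ex 480/em 520 nm). Compound added and read 3 min for agonist activity, followed by capsaicin at EC20 final and 2 min further read for enhancement.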
Integrin act MD: activates integrin-mediated alleviation for muscular dystrophy. alpha7betagal myoblasts, beta-gal FDG fluorescence, 48 h. Potency, µM (highest dose often 38.3 µM), for inactives: at the highest dose activation, most hits filed as activators. AID 624291. 350,000 compounds, 0.064% hits;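 note: potency is the fitted concentration of half-maximal effect; 100% = response of the positive control SU9516; nearly all actives have a fitted effect of over 60% in size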
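Alpha7betagal+/- myoblasts (passage 13) were plated 16-24 hr, then exposed to compounds (1:260 dilution of DMSO stock) for 48 hours at 37C. After MPER lysis, β-galactosidase reporter activity was read as FDG fluorescence (ex 480/em 540) after 30 minutes.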
uPA surface inh: inhibitors of cell surface uPA generation; Potency, µM (highest dose often 38.3 µM), for the others: at the highest dose activity change, negative = inhibition, usual class: inhibitors; 330,000 compounds, 0.31% hits; cell surface uPA generation assay, qHTS; AID 540303; active = well fitted inhibition curve with a large enough effect; inconclusive = small, poorly fitted or top-dose-only effect; inactive = no such curve, though single readings can be large or run the other way; tested in mouse RAW 264.7 cells; note: potency is the fitted concentration of half-maximal effect; % is set by controls: 0 for no effect and ±100 for the full control effect; nearly all actives have a fitted effect of over 55% in size
Eya2 phos inh: blocks the phosphatase activity of human Eya2; 330,000 compounds, 0.006% hits; recombinant Eya2, OMFP fluorescence dephosphorylation (OMFP is methylfluorescein phosphate); AID 488837; O00167; Potency, µM (doses to about 76.9 µM), for the others: at the top dose activity, negative = inhibition, usual class: inhibitors; note: potency is the fitted concentration of half-maximal effect; % is set by controls: 0 for no effect and ±100 for the full control effect
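Eya2 (0.2 uM) preincubated 10 min at ambient with compound, then OMFP substrate added at 50 uM; 10 min reaction in 50 mM HEPES pH 7.5, 50 mM NaCl, 5 uM MgCl2, 0.05% BSA, 1 mM DTT. Fluorescence read at Ex 485/Em 525 nm.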
BRCA1 expr act: increases BRCA1 expression; MCF7-BRCA1-FFLuc reporter, luminescence, 48 h; response scale: scaled: vehicle 0%, 10 µM genistein 100%; Potency, µM (doses to about 46.1 µM), inactives show top-dose activation, most hits filed as activators; 380,000 compounds, 1.1% hits; AID 624202; note: potency is the fitted concentration of half-maximal effect; nearly all actives have a fitted effect of over 80% in size; some results filed as inactive show a strong effect at the top dose
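First, MCF7-BRCA1-FFLuc cells (2000/well) attach for 2 h; next, compounds are pin-added and incubated 48 h at 37 °C; finally, luciferase reagent is added and luminescence read after 15 min.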
ELG1 genotoxic: inducers of genotoxicity in HEK293T ELG1-luciferase cells; Potency, µM (top dose mostly 46 µM), without a hit: top-dose activity change, positive = activation, usual class: activators; AID 504466; HEK293T ELG1-luciferase reporter, luminescence, 16 h; 330,000 compounds, 1.3% hits; note: potency is the fitted concentration of half-maximal effect; % of control where 0% means no effect; nearly all actives have a fitted effect of over 60% in size
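DMSO vehicle served as control against compound-treated ELG1-luciferase HEK293T cells; exposure lasted 16 hr at 37 °C and 5% CO2, followed by ONE-Glo luminescence detection after 30 min.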
Active calls of the source: *; u = inconclusive; x = not tested or not shown; [ ] = dose if it differs, or a comment. Unless noted, calls come from the whole dose curve; as a rule, active = well fitted curve in the direction sought with a large enough effect; inconclusive = small, poorly fitted or top-dose-only effect, or another doubt; inactive = no such curve, though single readings can be large; an effect the other way counts as inactive or inconclusive. Not all compounds are listed; rates above refer to the full screens.

molecule	B2AR arrestin	ASM inhibitor	p53 reactivator	USP2a block	PTAP TSG101 blk	TRPV1 agonist	Integrin act MD	uPA surface inh	Eya2 phos inh	BRCA1 expr act	ELG1 genotoxic
O=c1[nH]c(O)c(/C=C2/C=CC(c3cc(Cl)ccc3Cl)=N2)c(=O)[nH]1	-0.4%	6%	4%	8%	0%	22	-27%	1%	0%	-10%	15%
C/C(=N\Nc1cccc2ccccc12)c1c(O)n(Cc2ccccc2)c(=O)[nH]c1=O	-0.1%	5%	-1%	-1%	-1%	-1	-29%	-1%	-3%	-66%	0%
CCCCN1C(=O)NC(=O)C2(Cc3c(nc4ccccn4c3=O)N3CCc4ccccc4C32)C1=O (stereo unspecified)	0.1%	-3%	3%	1%	-4%	u	-24%	1%	-3%	-73%	-5%
CN1Cc2cccnc2N(C)Cc2cc(Cl)ccc21	-0.3%	3%	-10%	-1%	-3%	-6	-11%	1%	-7%	-26%	0%
O=C1CC(=O)N(c2ccccc2)C(=O)N1	x	-1%	x	x	-5%	x	14%	2%	x	9%	x
Cn1cc(C=C2C(=O)NC(=O)NC2=O)c2ccccc21	-0.4%	-1%	-2%	3%	-7%	-4	-42%[inhibitor]	-6%	6%	-16%	1%
CCN(C(=O)COC(=O)C(O)(c1ccccc1)c1ccccc1)c1c(N)n(Cc2ccccc2)c(=O)[nH]c1=O	-0.7%	2%	-1%	0%	-2%	-2	-5%	0%	29%	-14%	0%
CCN(CC)CCN/N=C(\C)c1c(O)[nH]c(=O)[nH]c1=O	0.2%	6%	-5%	1%	-2%	-2	11%	3%	3%	-1%	-3%
CN1C(=O)/C(=C/c2cccn2-c2ccc3ccccc3c2)C(=O)NC1=S	0.0%	-7%	4%	-10%	-3%	1	-5%	-2%	-22%	-32%	-4%
CN1CCC(N2CC3CC(C2)c2cccc(=O)n2C3)CC1 (stereo unspecified)	-3.8%	8%	1%	0%	-2%	-2	13%	x	-7%	-7%	-1%
COc1cc2c(cc1OC)-c1c(OC)c(OC)cc3c1[C@H](C2)[N+](C)(C)CC3	-0.6%	-8%	-1%	1%	-2%	-7	36%	20%	7%	16%	-1%
CCCCC1(CCC)C(=O)NC(=S)NC1=O	x	5%	x	x	-9%	x	24%	2%	x	-20%	x
C=C1C(C)C2C(Cc3ccccc3)NC(=O)C23C(OC(C)=O)C=CC(C)(O)CC(C)CC=CC3C1O (stereo unspecified)	x	1%	x	x	-4%	x	-39%[inhibitor]	-10%	x	-84%	x
COC(=O)C1=C(c2cccc(OCc3ccccc3)c2)C[C@@H]2CC[C@H]1N2C(=O)NCc1ccc2[nH]ccc2c1	4.9%	-10%	9%	0%	-3%	0	-11%	u	7%	-66%	-7%
Cc1ccc(-n2c(O)c(C=N)c(=O)n(-c3ccc(C)cc3)c2=O)cc1	-0.9%	0%	2%	3%	-7%	-4	-9%	-8%	-25%	-1%	0%
CCCCCCNC(=O)N[C@H](Cc1ccc(O)cc1)C(=O)NCCC[C@H]1CN2C(=NC[C@H]2CCC)N1CC1CCC1	-0.8%	x	6%	2%	x	1	x	x	-7%	x	6%
Oc1ccc(/C=N/NP(=S)(c2ccccc2)c2ccccc2)cc1O	0.0%	-5%	0%	7%	-9%	2	-32%	-24%	-4%	-3%	-1%
O=C(N/N=C/c1c(O)n(C2CCCCC2)c(=S)[nH]c1=O)c1ccccc1O	0.2%	0%	u	0%	2%	u	-27%	-5%	-7%	-18%	3%[9.26 µM]
CC(=Nc1ccc2c(c1)CCC2)c1c(O)n(C2CCCCC2)c(=O)[nH]c1=O	-0.3%	-2%	2%	-1%	-2%	-2	u	0%	6%	37%	-2%
O=S(=O)(c1ccccc1)N1CCCCC1c1cccnc1 (stereo unspecified)	-0.7%	-1%	-5%	2%	-5%	5	6%	-4%	4%	-5%	2%
COc1ccc(N2C(=O)/C(=C/c3ccc(OC)c(OC)c3)C(=O)NC2=S)cc1	0.4%	-4%	9%	-1%	-5%	0	-12%	-17%	0%	1%	0%
O=c1nc(/C=C/c2ccc(Cl)cc2Cl)cc(C(F)(F)F)[nH]1	0.0%	11%	-90%[inhibitor]	-2%	1%	-1	0%	u	3%	-10%	-4%
CCC(=NCCC1=CCCCC1)c1c(O)[nH]c(=O)[nH]c1=O	0.4%	-3%	-22%	0%	-3%	0	-21%	-13%	0%	-25%	2%
CCN1C(=O)C(=Cc2ccc(C)s2)C(=O)N(CC)C1=S	-1.1%	9%	28%	0%	0%	2	-10%	-1%	4%	-12%	u
COc1cc(OC)cc(C2(C#N)CCN(C)CC2)c1	3.3%	3%	-5%	0%	-5%	0	-5%	-2%	7%	-4%	0%

3 entries out of the list, ordered by SMILES length, low to high:
molecule	B2AR arrestin	ASM inhibitor	p53 reactivator	USP2a block	PTAP TSG101 blk	TRPV1 agonist	Integrin act MD	uPA surface inh	Eya2 phos inh	BRCA1 expr act	ELG1 genotoxic
O=C(N/N=C/c1c(O)n(C2CCCCC2)c(=S)[nH]c1=O)c1ccccc1O	0.2%	0%	u	0%	2%	u	-27%	-5%	-7%	-18%	3%[9.26 µM]
CC(=Nc1ccc2c(c1)CCC2)c1c(O)n(C2CCCCC2)c(=O)[nH]c1=O	-0.3%	-2%	2%	-1%	-2%	-2	u	0%	6%	37%	-2%
COC(=O)C1=C(c2cccc(OCc3ccccc3)c2)C[C@@H]2CC[C@H]1N2C(=O)NCc1ccc2[nH]ccc2c1	4.9%	-10%	9%	0%	-3%	0	-11%	u	7%	-66%	-7%

Remaining list, next part:
molecule	B2AR arrestin	ASM inhibitor	p53 reactivator	USP2a block	PTAP TSG101 blk	TRPV1 agonist	Integrin act MD	uPA surface inh	Eya2 phos inh	BRCA1 expr act	ELG1 genotoxic
COc1ccc(N=Cc2c(O)n(C)c(=O)[nH]c2=O)cc1	0.4%	8%	10%	0%	8%	0	28%	1%	2%	0%	10%
O=P(N1CC1)(N1CC1)N1CCc2ccccc21	x	-1%	x	x	-2%	x	0%	5%	x	-2%	x
COC(=O)C1=C(c2ccc(S(C)(=O)=O)cc2)C[C@@H]2CC[C@H]1N2C(=O)N1CCOCC1	x	6%	x	x	80%[activator]	x	18%	-1%	x	18%	x
COc1ccc2c(c1)OC[C@H]1[C@H]2N2C(=O)c3cc(C)ccc3NC(=O)[C@@]2(C)[C@H]1c1ccccc1	7.4%	-27%	2%	0%	-5%	x	3%	u	-34%	-39%	4%
FC(F)Sc1ccc(NC(=S)NC(c2ccccc2)c2ccccc2)cc1	-0.1%	-2%	-2%	-12%	-2%	8	-73%[inhibitor]	u	-1%	-88%[inhibitor]	-4%
O=C(Nc1ccc(Cl)cc1C(=O)c1ccccc1)c1ccccc1	-0.3%	-12%	3%	0%	-4%	15	-3%	2%	-22%	-19%	-4%
CC(C)CCOP(=O)(c1ccc(N(C)C)cc1)C(O)c1ccc(Cl)cc1Cl (stereo unspecified)	0.2%	-2%	-11%	-1%	-3%	24	-17%	1%	1%	x	-11%
C#CCN1C(=O)S/C(=C\c2ccc(N3CCOCC3)cc2C)C1=O	-0.6%	-3%	15%	2%	u	7	-7%	-2%	-4%	74%	u
CCN(N=Nc1nonc1OC)c1nonc1OC	-0.3%	-3%	2%	-1%	-4%	2	13%	1%	-3%	2%	4%
c1cnc2c(c1)ccc1ncccc12	0.0%	4%	-6%	-2%	-3%	2	0%	8%	-4%	1%	-9%
Cn1c(=O)cc(SCC(=O)N2CCC3(CC2)OCCO3)c2ccccc21	0.0%	2%	0%	0%	-8%	3	7%	-2%	-4%	-32%	u
C(#CCN1CCOCC1)COCc1ccccc1	-0.2%	2%	9%	2%	-3%	-2	u	14%	18%	7%	3%
COc1ccc(Cl)cc1C(=O)C1CCCN(CCO)C1 (stereo unspecified)	-0.7%	-3%	-1%	-3%	-3%	11	-13%	1%	-9%	12%	4%

Record cards (already shown). Order of screens: B2AR arrestin | ASM inhibitor | p53 reactivator | USP2a block | PTAP TSG101 blk | TRPV1 agonist | Integrin act MD | uPA surface inh | Eya2 phos inh | BRCA1 expr act | ELG1 genotoxic
Profile of `CN1CCC(N2CC3CC(C2)c2cccc(=O)n2C3)CC1` (stereo unspecified) → -3.8% | 8% | 1% | 0% | -2% | -2 | 13% | x | -7% | -7% | -1%
Profile of `Cn1cc(C=C2C(=O)NC(=O)NC2=O)c2ccccc21` → -0.4% | -1% | -2% | 3% | -7% | -4 | -42%[inhibitor] | -6% | 6% | -16% | 1%
